Bioassay records from PubChem.
CD11b adhes inh: blocks human CD11b/CD18 adhesion to fibrinogen | inhibition, % at 10 µM | P05107+P11215 | 93,000 tested, 0.54% active | K562 CD11b/CD18 adhesion to fibrinogen, ATPlite luminescence; Mn2+ added to activate the integrin;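 active = primary inhibition of 50% or more at 10 µM, then 40% or more on retest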; note: some results filed as inactive read as strong as hits
Target sequence (P05107 whole entry, looked up, other chains not shown): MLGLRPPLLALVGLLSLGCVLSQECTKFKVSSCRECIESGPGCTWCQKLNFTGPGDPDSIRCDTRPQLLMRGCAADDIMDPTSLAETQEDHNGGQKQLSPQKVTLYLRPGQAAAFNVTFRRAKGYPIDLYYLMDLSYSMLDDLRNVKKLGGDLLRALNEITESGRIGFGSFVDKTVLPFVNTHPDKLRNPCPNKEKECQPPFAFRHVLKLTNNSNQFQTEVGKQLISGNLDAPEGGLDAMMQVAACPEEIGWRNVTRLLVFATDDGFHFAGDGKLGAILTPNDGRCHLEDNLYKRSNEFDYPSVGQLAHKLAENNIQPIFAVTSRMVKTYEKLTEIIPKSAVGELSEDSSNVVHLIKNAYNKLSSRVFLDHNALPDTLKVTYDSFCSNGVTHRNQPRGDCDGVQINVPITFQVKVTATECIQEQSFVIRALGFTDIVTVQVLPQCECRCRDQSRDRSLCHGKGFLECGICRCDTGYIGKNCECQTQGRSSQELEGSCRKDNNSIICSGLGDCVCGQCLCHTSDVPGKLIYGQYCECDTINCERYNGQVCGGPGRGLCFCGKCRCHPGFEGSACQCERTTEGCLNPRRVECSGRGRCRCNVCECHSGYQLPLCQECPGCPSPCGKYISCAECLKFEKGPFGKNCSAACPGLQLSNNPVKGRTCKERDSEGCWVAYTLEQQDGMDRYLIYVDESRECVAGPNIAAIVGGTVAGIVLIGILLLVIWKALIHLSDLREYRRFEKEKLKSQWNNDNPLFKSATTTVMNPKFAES
CD11b adhes enh: enhancers of human CD11b/CD18 binding to fibrinogen; P05107+P11215; K562 CD11b/CD18 adhesion to fibrinogen, ATPlite luminescence; activation, % at 10 µM; 93,000 tested, 0.07% active; AID 1499;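 active = 10 µM primary screen giving 50% or more activity, confirmed by 40% or more on retest at that dose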; note: strong numbers were not always called active; reference of the scale not given here
Starred values were filed as active, the others as inactive. These rows are one share of the data, so the mix of outcomes need not match the whole.

SMILES	CD11b adhes inh	CD11b adhes enh
CCN(C(=S)Nc1ccc(Oc2ccccc2)cc1)c1ccccc1	55	-7
Cc1cccc(-n2c(C)cc(C(=O)NC3CCCCC3)c2C)c1	6	4
CC(C)c1ccc(NC(=O)COC(=O)CCC(=O)c2cccs2)cc1	25	0
O=[N+]([O-])c1cccc(/C=N/N2CCN(c3ccccn3)CC2)c1	0	7
O=C(CCCOc1ccc(Cl)cc1Cl)N/N=C/c1ccc(Cl)cc1	5	-5
CC(C)c1ccc(NC(=O)COc2nncc3ccccc23)cc1	5	-6
CCOC(=O)NC(=O)CSc1nnc(SCCC(=O)O)s1	15	-3
CCCc1cc(C(=O)Nc2cc(C)on2)no1	7	-3
CN(C)c1cccc(C(=O)OCC(=O)Nc2ccccc2-c2ccccc2)c1	38	3
CCOC(=O)C(C)(C)NS(=O)(=O)c1ccc(Cl)c([N+](=O)[O-])c1	-3	2
O=C(COC(=O)/C=C/c1cn(-c2ccccc2)nc1-c1cccnc1)Nc1ccc(Cl)cc1Cl	9	6
CNc1ccccc1C(C)(C)c1cc(-c2cc(C)cc(C)c2)no1	8	2
O=C(Cc1ccc(Cl)cc1)NC(=S)Nc1ccccc1N1CCOCC1	25	1
COc1ccccc1CNC(=O)CCSCc1cccc(Cl)c1	10	7
O=C(CSc1ccc(-c2nc3ccccc3[nH]2)cn1)Nc1ccc(S(=O)(=O)N2CCCC2)cc1	37	5
COc1c(Cl)cnn(-c2ccccc2)c1=O	-5	1
COc1cccc(OC)c1C(=O)NC(=S)Nc1cc(-c2nc3ccccc3[nH]2)ccc1Cl	7	45
Nc1nc(-c2ccccc2)c(N=Nc2ccccc2Cl)s1	-7	7
O=C(O)/C=C/C(=O)NNC(=O)c1cccc(Br)c1	-4	-5
COC(=O)c1ccc(C(=O)OC)c(-n2c(=O)c3ccccc3c3ccccc3c2=O)c1	-8	6
Cc1ccc(NC(=O)CSc2nnc(C(F)(F)F)n2C)cc1[N+](=O)[O-]	-3	0
CC1CCN(c2nc(/C=C/c3ccccc3)nc3ccccc23)CC1	20	3
Cc1ccc(NC(=O)c2ccc(OCC3CCCO3)cc2)c(C)c1 (stereo not given)	-10	0
CN(C(=O)CSc1nnc(-c2ccccc2)c(-c2ccccc2)n1)C1CCS(=O)(=O)C1 (stereo not given)	14	3
CCOC(=O)c1c(/N=C/c2cc(OC)cc([N+](=O)[O-])c2O)sc(C)c1C	24	2
COc1ccccc1CC(=O)Nc1ccc2nc(C)sc2c1	-2	0
COc1cccc(N(C(=O)CS(=O)CC(=O)Nc2ccc(F)cc2)C(C(=O)NC2CCCCC2)c2cccs2)c1 (stereo not given)	40	2
O=C(CSc1nnc(-c2ccc3c(c2)OCO3)n1-c1ccccc1)c1ccccc1	31	10
CCOc1cc(C(=O)OCC(=O)Nc2ncc(Cl)c(C)c2Cl)ccc1OCC(=O)N1CCOCC1	-11	1
Cc1ccc(NC(=O)c2ccc3nc[nH]c3c2)cc1C	12	1
CC(OC(=O)c1nn(C(C)C)c(=O)c2ccccc12)C(=O)Nc1ncc(Cl)cc1Cl (stereo not given)	2	0
C/C(=N\NC(=O)c1ccc([N+](=O)[O-])cc1)c1cc2ccccc2oc1=O	-5	1
COCCNc1nnc(SC(C)C(=O)Nc2ccc(-c3nc4ccc(C)cc4s3)cc2)s1 (stereo not given)	22	34
CCCN1CCN(C(=S)Nc2ccc([N+](=O)[O-])cc2)CC1	47	-4
Cc1cccc(OCc2ccc(C(=O)Nc3ccc(F)cc3)cc2)c1	-1	-6
CCOC(=O)c1c(C)[nH]c(C)c1C(=O)CSc1nc2ccccc2n1CC	8	-2
CN(C(=O)c1c(Cl)cnn1C)C12CC3CC(CC(C3)C1)C2	-23	11
CCN(CC)S(=O)(=O)c1cccc(NC(=O)c2ccc(-n3nc(C)cc3C)cc2)c1	50	-1
COc1ccc(OCc2nc3ccc(S(=O)(=O)Nc4ccccc4Cl)cc3[nH]2)cc1	30	17
O=[N+]([O-])c1ccc(OCCN2CCCCCC2)cc1	-4	0
O=C(Nc1ccc(OC(F)F)c(Cl)c1)[C@@H]1CCCN1C(=O)c1cccs1	-5	0
Cc1cc(C)cc(OCC(=O)N/N=C/c2ccncc2)c1	0	0
CCOCCOC(=O)C(C)Oc1ccc(Oc2ncc(Cl)cc2Cl)cc1 (stereo not given)	10	-3
COc1ccc(-c2cccc(C(=O)Nc3ccccc3C)c2)cc1	0	0
O=C(COC(=O)CC(NC(=O)c1ccccc1Cl)c1ccccc1)Nc1cccc(F)c1 (stereo not given)	14	4
NC(=O)CSc1nc2c(c(=O)n1-c1ccccc1)C1(CCCCC1)Cc1ccccc1-2	10	2
CCc1ccc(/C=C2\SC(=S)N(CCCC(=O)Nc3nccs3)C2=O)cc1	1	29
Cc1ccc(NC=C(S(=O)(=O)c2ccccc2)S(=O)(=O)c2ccccc2)cc1	2	-1
C/C(=N\NC(=S)NC1CCCCC1)c1ccc(C#N)cc1	-16	32
COCc1c(C#N)c(NCCc2ccccc2)nc(C)c1[N+](=O)[O-]	12	3
CC(C)CNC(=O)COC(=O)c1ccccc1OCC(=O)Nc1ccc(Br)cc1	8	1
CN(C)CCN(C(=O)c1ccccc1Cl)c1nc2c(Cl)cccc2s1	29	4
Cc1ccc2cc(/C=N/Nc3nc4ccccc4[nH]3)c(Cl)nc2c1	53	-1
Clc1ccc(-c2nnc(SCc3nc4ccccc4s3)o2)cc1	4	4
CC(=O)Nc1ccc(NC(=O)/C=C/c2cccc(C(F)(F)F)c2)cc1	5	-4
CN(C)S(=O)(=O)c1ccc(NCC2COc3ccccc3O2)c([N+](=O)[O-])c1 (stereo not given)	11	-3
Cc1cccc(NC(=O)CSc2nc3c(oc4ccccc43)c(=O)n2-c2ccccc2)c1	-10	52
COc1ccc2nc(/C=N/NC(=O)[C@H](CCSC)NC(=O)OC(C)(C)C)ccc2c1	9	0
CCCc1[nH]nc2c1C(c1c(C)nn(-c3ccccc3)c1Cl)C(C#N)=C(N)O2 (stereo not given)	-4	0
COc1ccc(-n2c(-c3ccc(Br)cc3)nc(=S)c3c2CCCC3)cc1	-8	-4

Part of the list above in order of SMILES length, rising:
SMILES	CD11b adhes inh	CD11b adhes enh
C/C(=N\NC(=S)NC1CCCCC1)c1ccc(C#N)cc1	-16	32
Cc1ccc2cc(/C=N/Nc3nc4ccccc4[nH]3)c(Cl)nc2c1	53	-1
COCc1c(C#N)c(NCCc2ccccc2)nc(C)c1[N+](=O)[O-]	12	3
CC(=O)Nc1ccc(NC(=O)/C=C/c2cccc(C(F)(F)F)c2)cc1	5	-4
CC(C)CNC(=O)COC(=O)c1ccccc1OCC(=O)Nc1ccc(Br)cc1	8	1
Cc1cccc(NC(=O)CSc2nc3c(oc4ccccc43)c(=O)n2-c2ccccc2)c1	-10	52
CN(C)S(=O)(=O)c1ccc(NCC2COc3ccccc3O2)c([N+](=O)[O-])c1 (stereo not given)	11	-3

New compounds follow
SMILES	CD11b adhes inh	CD11b adhes enh
COC(=O)Nc1ccc2ncn(C)c(=O)c2c1	-1	1
Cc1ccc(C)c(C(=O)CN2C(=O)NC3(CCC(C)CC3)C2=O)c1 (stereo not given)	6	5
Cc1ccc2nc(-c3ccc(NC(=O)COC(=O)c4ccc(Br)o4)cc3)sc2c1	14	58
CCOC(=O)CSc1nnc(NC(=O)c2cccc([N+](=O)[O-])c2)s1	54	-4
CC(/C=C/c1ccc(N(C)C)cc1)=N\N=C(/N)SC1CC(=O)N(c2ccc(C(=O)O)cc2)C1=O (stereo not given)	17	-5
CCCN(CCC)C(=O)C[n+]1cccc(/C=N/O)c1	-5	5
Cc1ccc(/C=C/C(=O)N2CCN(S(=O)(=O)c3c(C)c(C)cc(C)c3C)CC2)o1	7	9
CCOC(=O)Cc1csc(NC(=S)NC(=O)c2ccc(C)cc2)n1	2	8
Cn1c(=O)nc2n(Cc3ccccc3)c3cccc(Cl)c3cc-2c1=O	4	-2
CC(C)(C)CC(C)(C)NC(=S)NC1CCN(Cc2ccccc2)CC1	24	-3
Cc1cc(C)n(-c2ccc(C(=O)O)cc2)n1	-15	-1
COC(=O)N/N=C/c1ccc(-c2ccc(Cl)c(Cl)c2)o1	10	-1

Record cards, from the list above:
Results for `Cc1ccc2nc(-c3ccc(NC(=O)COC(=O)c4ccc(Br)o4)cc3)sc2c1` : CD11b adhes inh: 14; CD11b adhes enh: 58
Results for `Cc1ccc(NC=C(S(=O)(=O)c2ccccc2)S(=O)(=O)c2ccccc2)cc1` : CD11b adhes inh: 2; CD11b adhes enh: -1
Results for `CN(C(=O)CSc1nnc(-c2ccccc2)c(-c2ccccc2)n1)C1CCS(=O)(=O)C1` (stereo not given) : CD11b adhes inh: 14; CD11b adhes enh: 3

Next section:
SMILES	CD11b adhes inh	CD11b adhes enh
COC(=O)c1ccc(NC(c2ccc(Cl)cc2)P(=O)(OC)OC)cc1 (stereo not given)	15	1
COc1ccccc1N1CCN(C(=O)CSc2ncnc3scc(-c4ccccc4)c23)CC1	17	20
O=C(COC(=O)/C=C/c1ccc(F)cc1)Nc1cc(C(F)(F)F)ccc1N1CCOCC1	18	5
O=C(Nc1ccccn1)c1cc(-c2cccnc2)nc2ccc(Br)cc12	17	8
Cc1cc(C(=O)NN=C2CCCCC2)c2ccccc2n1	0	-2
O=C(/C=C/c1cccc(Cl)c1)NCCc1ccccc1	4	5
Cc1cc(=O)oc2cc(OCC(=O)OCC(=O)Nc3ccccc3C(C)C)ccc12	6	-3
Cc1ccc(N=C2NC(=O)/C(=C\c3ccsc3)S2)c(C)c1	102	-9
CN(C(=O)CSc1nnc(-c2n[nH]c3ccccc23)o1)c1ccccc1	0	7
CC(=O)c1c(C)[nH]c(C(=O)Nc2cccc(S(=O)(=O)N3CCOCC3)c2)c1C	-5	-3
Cc1ccc(C(=O)Oc2ccc([N+](=O)[O-])cc2)cc1S(=O)(=O)N1CCCCCC1	38	-6
CCOC(=O)c1cnc2ccc(F)cc2c1Nc1ccc2c(c1)OCCO2	3	4
CCOC(=O)c1c(NC(=O)CN2C(=O)NC3(CCCCC3)C2=O)sc(C)c1-c1ccc(C)cc1	10	2
CNC(=O)N(C1=NCCCCC1)c1ccc(Br)cc1	-6	8
Oc1c(C=C2N=c3ccccc3=N2)sc(=S)n1-c1ccccc1	8	34
CC(=O)C1C(c2ccc(Br)cc2)C2C(C)=NN=C2CC1(C)O (stereo not given)	-6	-1
C(=N/Nc1nc(-c2ccccc2)cc(-c2ccccc2)n1)/c1cccnc1	31	3
COc1ccc(OC)c(C2C3=C(CC(C)(C)CC3=O)Nc3nnnn32)c1 (stereo not given)	7	-2
COc1ccc(OC)c(NC(=O)COC(=O)/C=C/c2ccccc2Cl)c1	2	-2
Cc1occc1C(=O)NNC(=S)Nc1ccccc1C(F)(F)F	6	-6
COc1ccc(C(=O)OCC(=O)Nc2ccc(Cl)c(C(F)(F)F)c2)c(OC)c1OC	73	-3
O=c1c2c(ncn2C2CCCC2)n(Cc2ccccc2)c(=O)n1CCOc1ccc(Br)cc1	2	6
COC(=O)CN1C(=O)C(O)(CC(=O)c2ccc(C)cc2)c2cc(Br)ccc21 (stereo not given)	5	0
CCCCCn1c(N)c(-c2nc3ccccc3o2)c2c([N+](=O)[O-])nn(CC)c(=O)c21	3	28
CCCN(CC(=O)Nc1cc(Cl)ccc1Cl)C(=O)/C=C/c1ccco1	7	-4
COc1ccc(C(=O)/C=C/c2ccc(OC)c(COc3ccccc3F)c2)cc1	27	3
O=C(COc1ccccc1)NC(=S)Nc1cccc(NC(=O)c2ccccc2Cl)c1	-8	10
CN1c2ccccc2N(C)C1(C)c1cccc2ccccc12	-2	3
COc1ccc(-c2ccnc(SCC(=O)c3ccc(Cl)cc3)n2)cc1	14	-4
CC(C)CN(C(=O)CN1CCN(c2ccc(F)cc2)CC1)c1c(N)n(CC(C)C)c(=O)[nH]c1=O	-4	5
CCONC(=O)Nc1ccccc1[N+](=O)[O-]	3	1
Cc1ccc(OCC(=O)NCc2ccccc2)c([N+](=O)[O-])n1	-18	0
c1ccc(-n2c(-c3cccs3)nc3nc4ccccc4nc32)cc1	-10	31
Cc1nn(-c2ccccc2)c(N2CCCC2)c1/C=N/NC(=O)c1cc2ccccc2cc1O	100	-4
COc1ccc(C(C)(C)C)cc1NC(=O)COC(=O)c1cc(SC)ccc1Cl	17	4
O=C(CSc1nnc(-c2ccccc2)n1-c1ccccc1)c1ccc[nH]1	-6	0
COc1ccc(/C=C/C(=O)c2c(O)ccc3c(C)cc(=O)oc23)cc1	-10	-1
COc1ccccc1NC(CC(=O)c1ccccc1)C(=O)OCC(=O)c1ccc(C)cc1 (stereo not given)	6	-2
O=C(Nc1cccc(Br)c1)c1ccccc1-c1ccccc1	6	-3
N#Cc1c(N)nc2c(c1-c1cccs1)CCCC2	10	3
O=C(COC(=O)/C=C/c1ccccc1Cl)NCCc1ccc(Cl)cc1Cl	4	7
COC(=O)/C(=C/c1cccnc1)NC(=O)c1ccccc1	-10	-1
CCN(c1ccccc1)S(=O)(=O)c1cc(C(=O)Nc2cccc(Cl)c2)ccc1F	65	-4
CC1SCC(=O)N(CC(=O)Nc2ccc3c(c2)OCO3)C1=O (stereo not given)	-4	14
COCCn1c(SCC(=O)Nc2cc(C(C)(C)C)nn2-c2ccccc2)nnc1-c1ccncc1	-14	-2
O=C(NCc1cn(-c2ccccc2)nc1-c1ccccc1)c1ccc([N+](=O)[O-])cc1	-12	2
COc1ccc(C(CCN(Cc2ccc(OC)c(OC)c2)C(=O)CCl)c2ccccc2)cc1 (stereo not given)	28	4
CCOc1ccccc1OCCCC(=O)NC1CCCc2ccccc21 (stereo not given)	-4	1
Cc1ccccc1NC(=O)Cc1nc(-c2ccc3ccccc3c2)cs1	2	-2
